PrPC TRFRET = cell surface PrPC inhibition, primary TR-FRET screen. P04156. TR-FRET read-out. inhibition, % at 13.8 µM. actives 0.43% (n = 370,000); in the data active = inhibition above about 24%; note: 0% = median of the test wells and 100% = reference compound wells
SSB-PriA inh = K. pneumoniae PriA-SSBct interaction inhibition; AlphaScreen SSBct-PriA binding, biotinylated peptide; inhibition, % at 33 µM; actives 0.6% (n = 430,000); AID 1272365; in the data active = inhibition mostly above about 37%, no sharp cut-off; inactive = mostly below about 20%;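 note: plate controls were negative control peptide for no effect and reference peptide for full effect; strong numbers were not always called active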
CCHFV vOTU inh = blocks the CCHF virus ovarian tumor domain protease; CCHFV vOTU protease, Pep-AMC fluorescence; inhibition, % at 11.5 µM; actives 0.55% (n = 370,000); AID 651958; in the data active = inhibition above about 30%; note: 0% = vehicle wells with enzyme and 100% = no enzyme wells
MazEF act = activators of E. coli MazEF toxin-antitoxin RNase | P0AE70 | FAM/BHQ RNA-DNA oligo cleavage fluorescence, 5 h | activation, % at 20 µM | actives 0.32% (n = 350,000); in the data active = activation above about 50%
Target sequence (P0AE70 whole entry, looked up): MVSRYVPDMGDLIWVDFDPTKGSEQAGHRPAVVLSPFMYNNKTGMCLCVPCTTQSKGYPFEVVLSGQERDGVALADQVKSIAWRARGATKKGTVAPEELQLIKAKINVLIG
Anthrax LF inh2 = anthrax lethal factor protease inhibition; P15917; inhibition, % at 10 µM; multiplex microsphere protease cleavage assay, LF; actives 0.12% (n = 360,000); AID 588501; note: plate controls were buffer without enzyme for full effect and enzyme alone for no effect
3CLpro inhibitor = SARS-CoV 3CLpro protease inhibition; P0C6X7; recombinant SARS-CoV 3CLpro, quenched FRET peptide cleavage; inhibition, % at 6 µM; actives 0.14% (n = 290,000); AID 1706; in the data active = inhibition above about 12%
BoNT A protease = blocks Botulinum neurotoxin A light chain protease; actives 0.17% (n = 360,000); AID 588499; multiplex microsphere protease substrate cleavage, flow cytometry; inhibition, % at 10 µM; note: plate controls were buffer without enzyme for full effect and enzyme alone for no effect
Rv3671c protease = inhibits the M. tuberculosis serine protease Rv3671c; P9WHR9; inhibition, % at 5.96 µM; actives 0.048% (n = 320,000); AID 2606; in the data active = inhibition above about 38%;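 note: extracellular domain of Rv3671c used as enzyme; 0% = enzyme with DMSO and 100% = no enzyme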
Target sequence (P9WHR9 whole entry, looked up, the tested form may be a part): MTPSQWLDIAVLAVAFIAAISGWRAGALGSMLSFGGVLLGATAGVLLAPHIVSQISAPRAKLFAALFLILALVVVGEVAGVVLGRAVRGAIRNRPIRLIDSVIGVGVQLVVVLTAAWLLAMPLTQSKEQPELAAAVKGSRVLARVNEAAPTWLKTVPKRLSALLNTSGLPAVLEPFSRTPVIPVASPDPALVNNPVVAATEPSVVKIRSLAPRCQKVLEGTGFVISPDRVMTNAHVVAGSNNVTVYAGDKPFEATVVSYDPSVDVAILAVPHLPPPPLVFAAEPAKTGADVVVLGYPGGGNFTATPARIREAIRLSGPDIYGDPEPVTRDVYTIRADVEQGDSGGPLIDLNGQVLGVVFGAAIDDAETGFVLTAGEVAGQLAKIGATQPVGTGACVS
DUSP3 inh = inhibitors of human VHR1 phosphatase (DUSP3). P51452. recombinant VHR phosphatase, pNPP absorbance. inhibition, % at 13.3 µM. actives 0.52% (n = 290,000). AID 1654; in the data active = inhibition above about 50%; note: some compounds called inactive have numbers as strong as hits
Target sequence (P51452 whole entry, looked up): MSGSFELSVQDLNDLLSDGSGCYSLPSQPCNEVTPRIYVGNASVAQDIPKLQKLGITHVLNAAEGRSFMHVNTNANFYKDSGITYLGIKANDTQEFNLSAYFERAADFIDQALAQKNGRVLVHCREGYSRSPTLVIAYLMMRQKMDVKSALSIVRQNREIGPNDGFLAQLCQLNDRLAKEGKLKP
BoNT-F LC inh = blocks Botulinum neurotoxin F light chain protease; actives 0.22% (n = 360,000); Multiplex microsphere protease cleavage assay, flow cytometry; AID 588497; inhibition, % at 10 µM; in the data active = inhibition above about 35%, passing the limit was not always enough; inconclusive = no clear call, values can overlap the other calls; note: plate controls were buffer without enzyme for full effect and enzyme alone for no effect
* = called active by the depositor; ? = inconclusive; . = not tested or not shown; & = joins results of further samples. Cut-off read from the data, not from the text of the source, unless noted: active = inhibition above about 30%; inconclusive = no clear call, values can overlap the other calls; inactive = below that.

SMILES | PrPC TRFRET | SSB-PriA inh | CCHFV vOTU inh | MazEF act | Anthrax LF inh2 | 3CLpro inhibitor | BoNT A protease | Rv3671c protease | DUSP3 inh | BoNT-F LC inh
CCOC(=O)Cn1nc(C)n(-c2ccc(F)cc2)c1=O | -8 | 3 | 1 | -3 | 2 | 4 | -0.7 | 4 | 9 | 5
NS(=O)(=O)c1ccc(NC(=O)c2cccc3cc4ccccc4nc23)cc1 | 4 | -4 | 1 | 6 | 2 | . | 0.8 | . | . | 4
CSCCC(NC(=O)c1cccc(C)c1)C(=O)Nc1sccc1C(N)=O (centres undefined) | 6 | -6 | 16 | 8 | 3 | -3 | -4.0 | -9 | -27 | -4
CCN(CC)c1ccc(NC(=O)c2ccc(Cl)nc2)cc1 | 16 | 2 | 7 | 1 | 2 | -1 | 1.1 | 5 | 17 | ?
Cc1cc2nc(C3CCN(CC4COc5ccccc5O4)CC3)[nH]c2cc1C (centres undefined) | -10 | 3 | -5 | 6 | 3 | 0 | 2.4 | -2 | 13 | 0
CC(C)[C@@H](CO)N(C)S(=O)(=O)c1ccccc1Br | 2 | -17 | -4 | 16 | -7 | . | -0.1 | . | . | -1
CC(=NNc1ccc([N+](=O)[O-])cn1)c1ccccc1 | -8 | -7 | -7 | 8 | 4 | . | 1.2 | . | . | 10
COc1ccc(C2c3[nH]c4ccccc4c3CCN2CCCn2cccn2)c(F)c1 (centres undefined) | -9 | 5 | -2 | 9 | -4 | -1 | 0.0 | -1 | -12 | 1
Cc1noc(-c2ccccc2)c1NC(=O)Nc1ccccc1 | 5 | -12 | 0 | 0 | -10 | 3 | ? | 10 | 32 | ?
O=C1c2cccc3cccc(c23)N1Cc1cccc(F)c1 | 6 | -72 | 12 | 5 | 10 | 3 | -0.7 | -1 | 2 | -5
CCc1ccc2[nH]c(C(=O)Nc3ccc(F)cc3Br)cc2c1 | 0 | -8 | 4 | -1 | 21 | 2 | 6.6 | -8 | 20 | 6
OCC1OC(Oc2cccc3ccccc23)C(O)C(O)C1O (centres undefined) | 1 | -3 | 5 | 0 | -16 | 4 | -2.1 | -11 | -7 | -18
Cc1ccc(OCC(=O)N2CCOCC2)cc1C | -1 | -12 | 8 | 7 | 3 | 2 | -0.7 | -2 | 0 | 3
COc1cc(OC)c(OC)cc1/C=C1\CCC/C(=C\c2cc(OC)c(OC)cc2OC)C1=O | 3 | 36 | -12 | -46 | 0 | 8 | 5.7 | . | -4 | ?
Cc1cccc(C(=O)NCC(c2ccc(F)cc2)N2CCOCC2)c1 (centres undefined) | -3 | -11 | -2 | 7 | -2 | -2 | -0.3 | -7 | 24 | -16
O=C(CN1C(=O)c2ccccc2C1=O)Nc1ccccc1C(=O)NC1CCCCCC1 | 5 | 5 | 5 | -23 | -3 | -1 | -0.1 | -8 | 30 | -4
Cc1ccc(/C=N/NC(=O)C2COc3ccccc3O2)s1 (centres undefined) | 3 | . | 1 | 4 | -1 | . | -0.2 | -3 | . | 0
CN(c1cnn(-c2ccccc2)c(=O)c1Cl)n1cccc1 | -1 | 3 | -15 | 0 | 4 | -1 | 0.2 | -5 | 5 | -6
COc1ccc(C(CNC(=O)Cc2ccccc2)N2CCCCC2)cc1 (centres undefined) | -3 | -20 | -1 | 2 | -10 | 0 | -4.4 | -1 | 2 | -8
O=C(NCc1ncc(C(F)(F)F)cc1Cl)Nc1ccccc1 | 2 | -4 | -7 | 0 | 2 | -2 | -0.7 | 1 | 3 | 25
Cc1nn(Cc2ccc(F)cc2)c(C)c1NC(=O)c1cnn2cccnc12 | 0 | -8 | 8 | 1 | -1 | 1 | -1.2 | -4 | 3 | -3
COc1ccc(-n2nc3c(N4CCC(C(=O)NC5CCCCC5)CC4)nnc(C)c3c2C)cc1 | . | -7 | . | 6 | -1 | -2 | -5.5 | 3 | 18 | 7
CCc1ccc(-c2ccc3nnc(SCC(=O)NCC4CCCO4)n3n2)cc1 (centres undefined) | -25 | -4 | -5 | -9 | . | . | . | 4 | . | .
COC(=O)C1=C(c2ccc(OC)c(OC)c2)C[C@@H]2CC[C@H]1N2C(=O)NC(C)C | -6 | -11 | -8 | 7 | 6 | . | 0.3 | 3 | . | 2
O=C(CSC(=S)N1CCCCC1)Nc1ncc2c(n1)CC(c1ccco1)CC2=O (centres undefined) | -1 | -1 | 2 | -8 | -1 | 3 | -1.5 | -3 | -11 | -10
O=C(CCc1c[nH]c2ccccc12)N=Nc1c(O)[nH]c2ccccc12 | -1 | 13 | 10 | 1 | -2 | -2 | 0.3 | -14 | 10 | 1
CCOC(=O)CSc1nnc(-c2ccccc2OC)o1 | -7 | -9 | -12 | 4 | 3 | -4 | -0.5 | 3 | 19 | -10
CCOC(=O)c1cnc2ccc(OC)cc2c1NCCN1CCOCC1 | -2 | 7 | -1 | 11 | 3 | -9 | 1.1 | 3 | 4 | ?
CC(=NC1CCCC1)c1c(C)[nH]n(-c2nc3ccccc3s2)c1=O | -1 | -8 | -10 | -20 | 5 | 2 | 1.4 | -5 | 11 | 9
CCN(CC)S(=O)(=O)c1ccc(C)c(NC(=O)CN2CCN(Cc3ccccc3)CC2)c1 | -10 | -4 | -4 | 0 | -1 | 2 | -0.1 | 7 | 7 | 3
Cc1nc2[nH]onc2c2nccc(=O)c12 | -11 | 2 | 7 | 2 | 3 | -2 | 0.3 | 1 | 15 | 17
COC(=O)c1ccccc1S(=O)(=O)N1CCC(NC(=O)C(Cc2cccc(OC)c2OC)NC(C)=O)CC1 (centres undefined) | -1 | -18 | 24 | 4 | 0 | -1 | 2.4 | . | 2 | 8
Cc1ccnc(SCc2cn3c(C)cc(C)nc3n2)n1 | 6 | -7 | -27 | 9 | -7 | 5 | -0.5 | -9 | 13 | -3
O=C(Nc1ccccc1N1CCCC1)c1ccc(Cl)c(S(=O)(=O)N2CCOCC2)c1 | 7 | 3 | 8 | 6 | -3 | . | -0.9 | 3 | . | -11
Cc1cccc(S(=O)(=O)NCCC(=O)OCC(=O)Nc2ccc(C#N)cc2)c1 | -2 | -1 | -2 | -5 | 0 | -1 | -3.2 | -8 | 14 | -28
COCCCNC(=O)C1CC(=O)N(CCc2ccccc2)C1 (centres undefined) | -2 | 6 | -9 | -6 | -3 | -3 | -0.6 | -1 | 23 | -3
Cc1ccc(NC(=O)c2cc(-c3ccc4c(c3)OCO4)on2)cc1C | -1 | -8 | 3 | -7 | -9 | 3 | -1.2 | -1 | 10 | -5
Cn1c(N)c(C(=O)COC(=O)c2cc(C3CC3)nc3ccccc23)c(=O)n(C)c1=O | -6 | 8 | 15 | 13 | 4 | 0 | -0.2 | -9 | 4 | -5
COc1ccc(OC(C)C(=O)Nc2cccc(OC)c2)cc1 (centres undefined) | 3 | -7 | 7 | 1 | 1 | 1 | 0.4 | -4 | -21 | -1
COc1cc2c(cc1OC)/C(=C/C(=O)c1ccccc1F)NCC2 | -4 | . | 6 | 5 | 7 | 0 | -2.8 | . | 40 | -27
Cc1ccc2nsnc2c1S(=O)(=O)NCc1ccc2c(c1)OCO2 | -25 | -1 | 1 | 4 | -26 | 5 | -1.0 | -2 | 5 | 1
CC(=O)Oc1ccc2c(c1)C(=O)CCCCCC(=O)O2 | -4 | . | -4 | -16 | 0 | . | 0.0 | . | . | -3
COC(=O)c1cc(NC(=O)c2ccc(C)cc2)c(=O)oc1C | 0 | 2 | 5 | 10 | -9 | 1 | 1.4 | -9 | 20 | 2
CC(C)n1c(N2CCN(C(=O)NCc3ccccc3)CC2)nc2ccccc21 | 3 | -1 | -10 | 3 | 0 | 6 | 1.2 | 0 | 15 | 0
O=C(NCc1cccnc1)C1CCCN1S(=O)(=O)c1ccc(Cl)cc1 (centres undefined) | 6 | 3 | 8 | -1 | 3 | -3 | -5.1 | 7 | 6 | -11
O=C(N/N=C1/CCc2ccccc21)C1CC1 | 10 | . | -14 | 6 | -2 | -2 | -0.2 | -3 | 26 | -1
CCOC(=O)N1CCN(C(=O)c2ccccc2-c2ccccc2)CC1 | 3 | -2 | 9 | 0 | 0 | 0 | -1.3 | -5 | 30 | -25
Cc1cc(-c2ccc3c(c2)COc2c4ccccc4nn2-3)on1 | 3 | -1 | -6 | -9 | -1 | . | 0.1 | -11 | . | -9
CCCCC(C)n1[nH]c(=O)c2c(C)cc(C)nc21 (centres undefined) | 5 | -7 | -2 | -21 | 1 | 3 | -0.4 | 10 | 2 | -8
Cc1ccc(-c2nc3ccsc3c(=O)o2)cc1 | -2 | -12 | 7 | -6 | -3 | 3 | 0.4 | -21 | 19 | 24
The list goes on.
SMILES | PrPC TRFRET | SSB-PriA inh | CCHFV vOTU inh | MazEF act | Anthrax LF inh2 | 3CLpro inhibitor | BoNT A protease | Rv3671c protease | DUSP3 inh | BoNT-F LC inh
CCc1ccc(C(C)NC(=S)NCc2ccc(F)cc2)cc1 (centres undefined) | -3 | -5 | 4 | 0 | -4 | 2 | 1.6 | -3 | -9 | -5
COCCCNc1ccn2nc(-c3ccc(OCc4ccccc4)cc3)cc2n1 | 42* | . | 22 | . | -5 | . | 0.0 | . | . | -5
Cc1c(C(=O)N2CCc3ccccc32)oc2ccccc12 | 2 | -34 | 4 | -8 | 3 | 7 | 0.8 | 0 | 8 | 5
COc1ccc(C(CNC(=O)c2ccc(Br)o2)N2CCN(C)CC2)cc1 (centres undefined) | -1 | -14&-5 | -11 | 4 | 2 | . | 1.0 | 3 | . | ?
CCC(C)N1C(=O)/C(=C\c2cc3c4c(c2)CCCN4CCC3)C(=O)NC1=S (centres undefined) | -9 | 1 | 9 | 10 | 2 | 2 | 8.3 | -14 | -11 | -5
CCn1cc(CN2CCN(CC(C)(C)C)C(CCO)C2)c2ccccc21 (centres undefined) | -2 | 14 | -8 | 10 | 8 | -4 | -1.0 | -6 | 28 | -30
O=C(COC(=O)c1cc(Cl)ccc1[N+](=O)[O-])NC1CC1 | -2 | -9 | 3 | 3 | . | . | . | 4 | . | .
O=C(CCCCl)OCc1cn(-c2ccc(Cl)cc2)nn1 | 6 | -3 | -7 | 13 | -10 | 4 | -1.2 | 1 | 6 | -2
O=C(C1CC(c2ccccc2O)=NO1)N1CCCC1 (centres undefined) | 2 | -3 | -5 | -8 | 0 | -5 | 0.2 | 4 | 4 | 3
CCC[C@H]1CN(c2ccccc2)C(=O)[C@@H]1CC(=O)Nc1ccc(OC)cc1 | -1 | . | 5 | 1 | -6 | . | -0.8 | . | . | -9

Next part; the last 3 above are carried over.
SMILES | PrPC TRFRET | SSB-PriA inh | CCHFV vOTU inh | MazEF act | Anthrax LF inh2 | 3CLpro inhibitor | BoNT A protease | Rv3671c protease | DUSP3 inh | BoNT-F LC inh
O=C(CCCCl)OCc1cn(-c2ccc(Cl)cc2)nn1 | 6 | -3 | -7 | 13 | -10 | 4 | -1.2 | 1 | 6 | -2
O=C(C1CC(c2ccccc2O)=NO1)N1CCCC1 (centres undefined) | 2 | -3 | -5 | -8 | 0 | -5 | 0.2 | 4 | 4 | 3
CCC[C@H]1CN(c2ccccc2)C(=O)[C@@H]1CC(=O)Nc1ccc(OC)cc1 | -1 | . | 5 | 1 | -6 | . | -0.8 | . | . | -9
CCS(=O)(=O)N1CCC(C(=O)NCc2ccc(F)cc2Cl)CC1 | 0 | -11 | 3 | -5 | -5 | 1 | 0.7 | 4 | 26 | -4
CCN(CC)S(=O)(=O)c1cc(NC(=O)COC(=O)c2ccc(NC(=O)CC#N)cc2)ccc1C | -5 | -9 | 3 | 2 | 1 | 0 | -0.1 | -46 | 0 | 10
Cc1ccnc(NC(=O)c2ccccc2NC(=O)c2ccc(Cl)cc2Cl)c1 | 0 | -5 | -9 | 9 | 0 | 2 | 3.3 | -16 | 16 | ?
CC(C)c1ccc(NC(=S)NNC(=O)c2cccs2)cc1 | -2 | -2 | 9 | -1 | -5 | -3 | 0.0 | 6 | 12 | -5
CCN(CC)C(=O)C1=C(C)N(Cc2ccc(F)cc2)C(=O)C(CC(=O)NC2CCCC2)C1 (centres undefined) | -2 | . | 2 | -14 | 1 | . | 0.4 | . | . | 1

Not all compounds are listed; count on the stated rates, not on these rows.
